GSIS activator: GLuc luminescence reporter in INS-1E cells, primary screen for activators of glucose-dependent secretion of insulin. INS-1E GLuc reporter insulin secretion, 2-3 h. activation, % at 16.6 µM. 370,000 compounds, 0.61% hits;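 active means lowest replicate activation of at least 40%, so every replicate reaches that level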;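 further: 0% = median of neutral control wells and 100% = median of IBMX positive control wells; some compounds called inactive have numbers as strong as hits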
Xi reactivation: activators of X-chromosome reactivation in mouse fibroblasts; XiGFP mouse fibroblasts, % GFP-positive cells imaging, 3 d; cells co-treated with 5-aza-dC sensitizer; scaled so ellipticine positive control = 100%; activation, % at 7.58 µM; 360,000 compounds, 0.055% hits;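 active means mean normalized replicate activation at least 10% and every replicate at or above 10%; inconclusive means only one of the two criteria met; inactive means mean below 10% and not all replicates reach 10%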;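 further: 0% = median of on-plate neutral control wells and 100% = ellipticine 6 µM median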
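Assay system: SV40-immortalized XiGFP fibroblast cells, line 68-5-11; buffer or medium: DMEM plus 5-aza-dC sensitizer; compound: one concentration, pinned; timing: compounds 3 days, fix/stain 15 min at room temperature; benchmarks: positive control ellipticine, 6 µM final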
RAD54 inh: blocks human RAD54 Holliday junction branch migration. inhibition, % at 10.4 µM. FAM/BHQ fluorescence. Q92698. AID 602329. 360,000 compounds, 0.14% hits;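 active means mean normalized replicate activity at least 40 and at least half of replicates scoring 40 or more; inconclusive means only one of the two criteria met; inactive means mean below 40 and under half of replicates reaching 40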;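 further: 0% = median of neutral control wells and 100% = median of positive control wells; inhibitors cause a drop in the FAM fluorescence signal; in these data hits start at about 50%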
CFTR F508del cor: correctors of CFTR F508del function in bronchial epithelial cells; CFBE cells, YFP halide quenching; stimulated with forskolin plus potentiator P3; % fluorescence drop versus neutral controls; AID 720511; activity (quench increase), % at 7.58 µM; 350,000 compounds, 0.36% hits;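 active means mean added fluorescence quench of at least 8% versus neutral control, with both replicates also reaching 8%; inconclusive means only one of the mean or replicate conditions met; inactive means mean below 8% and not both replicates reaching 8%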;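 further: cells transiently co-express mutant CFTR-F508del with the halide-sensitive YFP; corrector assay measuring rescue of mutant channel to the surface after 24 h compound exposure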
ARNT-TACC3 inh: disrupts binding between human ARNT and TACC3. Q9Y6A5. AlphaScreen His-ARNT PAS-B/GST-TACC3 binding, luminescence; TACC3 fragment carries E629A point mutation. inhibition, % at 9.99 µM. 390,000 compounds, 0.66% hits;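 active means mean inhibition of replicates at least 50% and at least half of replicates each reaching 50%; inconclusive means half or more replicates reach 50% but mean below 50%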;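 further: 0% = complete ARNT plus TACC3 wells and 100% = ARNT alone without TACC3; many hits fall short of the cut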
esBAF inh: inhibitors of esBAF chromatin remodeling in mouse ES cells | Bmi1-luciferase knock-in reporter, 24 h; 100% = twice the neutral-well signal | reporter increase, % at 12.5 µM | 350,000 compounds, 2% hits; in the data active means activation above about 40%; inconclusive means no clear call, values can overlap the other calls;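 further: 0% = median of the plate's neutral control wells and 100% = double that signal; a rise in the Bmi1 reporter signal indicates esBAF inhibition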
ERAP1 inh: ERAP1 (human) enzyme inhibition; Q9NZ08; recombinant ERAP1, Leu-AMC fluorescence, 60 min; inhibition, % at 10.7 µM; 340,000 compounds, 0.15% hits; AID 652197;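 active means mean replicate inhibition of at least 30%, or all replicates individually reaching that 30% level; inactive means mean below 30% and not every replicate reaching it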;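 further: 0% = neutral control wells and 100% = L-leucinethiol positive control wells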
RAD52 inh: inhibitors of human RAD52 DNA annealing. P43351. recombinant RAD52 DNA annealing, FRET fluorescence. inhibition, % at 18.7 µM. 360,000 compounds, 0.46% hits. AID 651710;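 active means every replicate showing at least 50% inhibition; inconclusive means mean inhibition at least 50% but not in every replicate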
Target sequence (P43351 whole entry, looked up): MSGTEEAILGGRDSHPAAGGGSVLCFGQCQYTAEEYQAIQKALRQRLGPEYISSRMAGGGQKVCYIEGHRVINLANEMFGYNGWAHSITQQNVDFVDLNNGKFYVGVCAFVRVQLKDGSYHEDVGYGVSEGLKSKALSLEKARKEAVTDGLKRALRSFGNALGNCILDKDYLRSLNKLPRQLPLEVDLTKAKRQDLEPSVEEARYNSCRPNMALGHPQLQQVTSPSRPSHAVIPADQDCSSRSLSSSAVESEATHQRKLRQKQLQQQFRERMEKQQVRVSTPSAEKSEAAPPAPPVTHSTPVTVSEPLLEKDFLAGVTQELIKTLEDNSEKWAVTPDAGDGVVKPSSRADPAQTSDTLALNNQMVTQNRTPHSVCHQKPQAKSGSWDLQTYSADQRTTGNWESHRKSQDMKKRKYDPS
Numbers without * were called inactive; ? = inconclusive; / = no result given; & = joins results of further samples.

nr	molecule	GSIS activator	Xi reactivation	RAD54 inh	CFTR F508del cor	ARNT-TACC3 inh	esBAF inh	ERAP1 inh	RAD52 inh
1	CN1CCN(C(=O)C[C@@H]2C[C@@H]3c4cc(NC(=O)c5ccc6c(c5)OCO6)ccc4O[C@@H]3[C@@H](CO)O2)CC1	24	0.0	-1	-2.9	6	0	-2	1
2	CN1C(=O)c2cc(NC(=O)c3cccc(F)c3)ccc2OC[C@H]2O[C@@H](CC(=O)NC3CCC3)CC[C@H]21	-8	0.1	9&0	1.7&2.3	2&0	0&3	/	/
3	O=C(CCN1C(=O)NC2(CCCC2)C1=O)Nc1ccc(-c2nc3ccccc3s2)cc1	4	0.0	8	-0.5	3	-70	0	-77
4	Cc1ccc(OCCNC(=O)c2ccccc2F)cc1	-7	0.1	-4	-0.5	4	16	-3	-20
5	COc1ccccc1NC(=O)N[C@H]1CC[C@H](CCn2cc(-c3ccccc3OC)nn2)O[C@H]1CO	/	7.3	7	0.4	-1	0	0	4
6	Cc1ccc(/C=N/NC(=O)CSc2nnc(-c3ccc(Cl)cc3)n2-c2ccc(Cl)cc2)o1	/	-0.1	/	/	16	-12	1	-12
7	O=C(Cc1ccccn1)N[C@@H]1CC[C@H](CCNC(=O)c2cc(Cl)cc(Cl)c2)O[C@H]1CO	23	0.2	-7	3.2	-10	1	0	-3
8	C[C@H]1CN([C@@H](C)CO)S(=O)(=O)c2ccc(Br)cc2O[C@H]1CN(C)C	21	0.5	7	-1.1	-7	-1	-2	9
9	CC(C)COC(=O)n1c(SCC(N)=O)nc2ccccc21	7	1.0	/	0.3	-5	/	2	-9
10	CCc1nnc(NC(=O)c2cccc(S(=O)(=O)N3CC(c4ccccc4)CC3=O)c2)s1 (centres undefined)	8	0.3	-2	-1.2	33	-1	/	-21
11	Cc1occc1-c1nnc(SCC(=O)Nc2nc(C(C)(C)C)cs2)o1	-63	/	3	-3.3	4	39	1	-8
12	CCCNC(=O)[C@H]1[C@H](CO)[C@H]2Cn3c(ccc(C4=CCCCC4)c3=O)[C@@H]1N2	17	0.1	5	0.4	9	6	0	-9
13	Cc1cc(C#N)c(SCC(N)=O)nc1-c1ccc(F)cc1	5	0.0	/	5.2	-6	/	4	-2
14	CCOc1ccc(N(C(C)=O)C2C=CS(=O)(=O)C2)cc1 (centres undefined)	16	0.0	-1	0.6	0	-41	/	-6
15	CN(C)C(CNC(=O)CCOc1ccccc1)c1ccco1 (centres undefined)	-10	-0.9	/	-1.5	-2	/	2	-20
16	C[C@H](CO)N1C[C@H](C)[C@H](CN(C)S(=O)(=O)c2ccc(F)cc2)Oc2cc(-c3cccc(F)c3)ccc2S1(=O)=O	2	-1.3	7	3.6	-7	4	1	9
17	CCOc1ccccc1N(CC(=O)Nc1cc(OC)ccc1OC)S(=O)(=O)c1ccccc1	12	0.1	11	0.9	-1	-2	1	-2
18	CC(=O)NC[C@H]1[C@H](c2ccc(C3=CCCCC3)cc2)[C@@H](CO)N1C(=O)NC(C)C	-13	-0.1	3	-8.6	-5	3	/	/
19	O=C(CC1CC1)Nc1ccc2c(c1)[C@H]1C[C@H](CC(=O)N3CCCCC3)O[C@H](CO)[C@H]1O2	5	-0.1	2	5.0	2	10	-2	-4
20	CC(C)NC(=O)Nc1ccc2c(c1)C(=O)N([C@@H](C)CO)C[C@@H](C)[C@@H](CN(C)Cc1ccc(Oc3ccccc3)cc1)O2	-26	-1.4	-2	-0.5	1	-7	-1	11
21	COc1cccc(NC(=O)CCCn2c(=O)[nH]c3ccccc3c2=O)c1	-2	/	-15	/	-4	-6	/	/
22	Cc1ccc([C@H]2C(C(=O)O)=CC[C@@H](c3ccc(Cl)cc3)N2S(=O)(=O)c2ccc(C)cc2)cc1	-2	0.2	4	4.2	-5	3	15	-11
23	COc1ccc(-c2c(C)nn3c(N4CCC(C(=O)N5CCCCC5)CC4)cc(C)nc23)cc1OC	-7	0.1	3	0.2	0	1	3	-17
24	Cc1ccccc1CSCCNC(=O)c1ccccc1	0	0.0	-1	/	3	/	/	/
25	CCOC(=O)c1cc(NC(=O)c2ccco2)ccc1N1CCOCC1	15	0.0	/	-1.3	14	/	5	-18

nr	molecule	GSIS activator	Xi reactivation	RAD54 inh	CFTR F508del cor	ARNT-TACC3 inh	esBAF inh	ERAP1 inh	RAD52 inh
26	CCc1cnc(N2[C@@H](C#N)[C@@H](c3ccccc3C3=CCCC3)[C@@H]2CO)s1	3	0.0	/	0.1	/	/	-2	-9
27	Cc1nnc(SCC(=O)N(CCC#N)c2ccc3c(c2)OCCO3)s1	-6	0.3	1	-3.6	5	-5	-2	-16
28	O=C1C2C3C=CC(C4CC34)C2C(=O)N1c1cc(Cl)ccn1 (centres undefined)	/	0.0	-4	-2.8	-3	/	-8	-4
29	CO[C@H]1CN(C)C(=O)c2cc(NC(=O)Cc3ccccc3)ccc2OC[C@@H](C)NC[C@H]1C	/	0.0	-7	1.2	-2	-1	/	1
30	C[C@@H]1CN([C@@H](C)CO)C(=O)CCCn2cc(nn2)CO[C@@H]1CN(C)Cc1ccc2c(c1)OCCN2C	1	-0.4	9	-3.0	-2	-2	-1	-1
31	C[C@@H]1CN([C@H](C)CO)C(=O)c2cccc(NC(=O)Nc3ccc4c(c3)OCO4)c2O[C@@H]1CN(C)S(=O)(=O)c1ccc(Cl)cc1	-21	0.1	5	-1.7	8	16	2	19
32	COCCN(C(=O)C(=O)NC1CCCC1)C(C(=O)NC1CCCC1)c1ccccc1F (centres undefined)	3	0.0	-8	2.5	3	0	-2	-10
33	Cc1nn(CCC#N)c(N)c1C1(O)C(=O)Nc2c(Cl)cc(Cl)cc21 (centres undefined)	-17	-0.1	8	3.2	4	/	-1	-15
34	COc1ccc2cc(C(=O)N(C)Cc3ccccc3)[nH]c2c1	-9	0.0	-16	5.7	-2	15	5	-8
35	COCc1cc(C)nc(N2CCN(Cc3ccccc3)CC2)c1C#N	37	/	-6	/	-2	-6	/	/
36	CN1CCN(S(=O)(=O)c2cccc(C(=O)NCCC3=CCCCC3)c2)CC1	10	0.2	-15	3.7	-4	4	-1	-3
37	C[C@H](CO)N1C[C@H](C)[C@@H](CN(C)S(=O)(=O)c2ccccc2F)Oc2cc(-c3ccccc3)ccc2S1(=O)=O	-9	-0.6	1	-0.4	-2	1	-2	2
38	N#Cc1c(N2CCSCC2)nsc1-c1ccccc1Cl	2	0.1	-3	-1.6	-4	?	1	1
39	CCc1nnc(NC(=O)c2ccc(COc3ccccc3Cl)o2)s1	11	0.3	4	-1.7	-2	-5	3	-2
40	COC(=O)c1cnn(-c2ccccc2)c1/C=N/NC(=S)Nc1ccc(Cl)cc1	11	0.1	0	0.9	/	/	/	-6
41	COc1ccc(/C=N/OCC(=O)N(Cc2ccccc2)c2ccccc2C(=O)O)cc1	3	0.1	-9	0.4	/	-6	8	-12
42	C[C@H]1CCCCO[C@H](CN(C)C(=O)Nc2cccc3ccccc23)[C@@H](C)CN([C@@H](C)CO)C(=O)c2cc(NC(=O)CCC(F)(F)F)ccc2O1	-3	0.0	-7	-0.6	12	15	/	/
43	Cc1ccc(S(=O)(=O)CCC(=O)OCC(=O)N2CCc3ccccc32)cc1	16	-0.1	-2	1.3	-7	/	-3	-10
44	Cc1nc(N2CCOCC2)sc1C=O	-18	0.0	-2	0.5	2	-9	0	-3
45	O=C(Nc1ccc2c(c1)C(=O)OC2)c1ccccc1Cl	3	0.1	-9	1.6	-3	20	0	-7
46	COc1ccc(NC(=O)N(C)C[C@@H]2Oc3c(NC(=O)C4CCCCC4)cccc3C(=O)N([C@H](C)CO)C[C@H]2C)cc1	9	0.0	-2	-0.2	/	0	/	-3
47	N#C[C@@H]1[C@@H](c2ccc(C#Cc3ccccc3F)cc2)[C@H](CO)N1C(=O)C1CCCC1	-2	0.0	/	-3.4	/	/	-2	-152
48	O=C(NN=C1CCN(Cc2ccccc2)CC1)c1ccccc1	6	0.1	/	-3.5	-3	/	1	-9
49	CS(=O)(=O)c1ccccc1-c1nnc(-c2ccc(Cl)cc2)o1	0	0.0	/	-0.7	-3	/	-4	-7
50	CCN(CC)CCN(C)Cc1ccc(Br)cc1	7	/	0	/	1	-7	/	/

nr	molecule	GSIS activator	Xi reactivation	RAD54 inh	CFTR F508del cor	ARNT-TACC3 inh	esBAF inh	ERAP1 inh	RAD52 inh
51	C=CCNC(=O)[C@H]1[C@@H]2C(=O)O[C@@H](c3ccccc3)[C@@H](c3ccccc3)N2[C@@H](c2ccccc2OCCO)[C@]12C(=O)N(C(=O)OCCOC)c1ccccc12	/	/	7	6.8	-12	/	-2	15
52	COc1cccc(C(=O)OCCCOC(=O)c2cccc(OC)c2OC)c1OC	42*	0.3	5	-0.3	-3	2	1	-1
53	C[C@@H]1CN([C@@H](C)CO)C(=O)Cc2cc(NC(=O)CCN3CCOCC3)ccc2O[C@@H]1CN(C)C(=O)Nc1ccccc1	21	0.4	/	0.7	/	1	/	/
54	COCCNc1nnc(Cc2ccc(OC)c(OC)c2)c(=O)[nH]1	6	0.3	-4	-2.7	3	-10	-1	-22
55	CC=Cc1ccc2n(c1=O)C[C@H]1[C@H](CO)[C@@H](C(=O)NCC(F)(F)F)N(CC)[C@@H]21 (mixture of isomers)	-2	0.5	5	-0.5	3	0	1	-21
56	Cc1ccn2c(=O)nc(SCC(=O)c3ccc(Cl)cc3)nc2c1	32	0.1	8	1.0	-3	/	-2	-29
57	Cc1csc(CNC(=O)c2ccc(OC3CCN(CCc4ccccc4)CC3)cc2)n1	13	-0.1	-9	-2.2	9	8	-5	-26
58	C[C@@H]1CCCCO[C@@H](CN(C)CC2CCCCC2)[C@H](C)CN([C@H](C)CO)C(=O)c2cc(NS(=O)(=O)c3cccs3)ccc2O1	-10	0.0	6	2.8	-3	6	-6	21
59	COc1ccc(CNC(=O)Cn2ccc3cc(S(=O)(=O)N4CCCC4)ccc32)cc1OC	16	0.1	-9	1.1	-2	12	-2	-15
60	COc1ccc(CC(=O)Nc2c3c(nn2C(C)(C)C)CS(=O)(=O)C3)cc1	8	0.2	0	-2.4	-4	/	4	-14
61	Cn1c(CC(=O)Nc2ccc(Cl)cc2)nnc1SCC(=O)N1CCOCC1	4	0.0	-4	2.4	-4	/	-2	-4
62	O=C(C[C@@H]1CC[C@H]2[C@@H](COC[C@@H](O)CN2C(=O)Nc2cc(Cl)cc(Cl)c2)O1)NCC1CC1	-10	0.3	1	-1.3	8	3	0	-6
63	O=C(c1ccccc1)N1CCC2CCN(CCc3ccccc3)CC21 (centres undefined)	/	0.1	/	-1.3	/	/	3	2
64	Cc1ccc(S(=O)(=O)C(C)C(=O)NCCS(=O)(=O)c2ccc(Cl)cc2)cc1 (centres undefined)	1	-0.1	/	/	3	/	10	0
65	N#CC1=C(N)C2=CCCC[C@H]2[C@H](c2ccccc2)C1(C#N)C#N	0	0.5	-12	/	1	/	/	/
66	COCCCNC(=O)Cn1cc(C(C)=O)c2ccccc21	-19	/	/	-1.1	0	2	2	-10
67	CCC1(CC)NC(=O)N(CC(=O)OCC(=O)Nc2cc(OC)ccc2OC)C1=O	-2	0.0	-5	1.6	0	-1	-1	-9
68	COc1ccc(-c2ccc([C@H]3[C@@H](CO)N4CCCCN(C(=O)c5ccc6c(c5)OCO6)C[C@@H]34)cc2)cc1	-16	0.2	-8	-4.8	1	1	-2	-23
